Screening data as filed in PubChem.
DUSP3 inh = VHR1 phosphatase inhibitors, primary screen, biochemical, absorbance, uHTS | Dual specificity protein phosphatase 3 (Homo sapiens), P51452 | 290,000 tested, 0.52% active | recombinant VHR phosphatase, pNPP absorbance | AID 1654, 2009 | inhibition, % at 13.3 µM; in the data active means inhibition above about 50%; further: some compounds called inactive have numbers as strong as hits
Target sequence (P51452 whole entry, looked up): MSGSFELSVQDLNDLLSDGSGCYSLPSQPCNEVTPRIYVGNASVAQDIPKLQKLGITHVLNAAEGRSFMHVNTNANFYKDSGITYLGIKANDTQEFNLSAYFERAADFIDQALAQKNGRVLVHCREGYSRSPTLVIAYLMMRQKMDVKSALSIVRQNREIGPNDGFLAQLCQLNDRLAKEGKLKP
CCHFV vOTU inh = CCHFV vOTU protease inhibitors, primary screen, biochemical, Pep-AMC substrate, fluorescence; inhibition, % at 11.5 µM; 370,000 tested, 0.55% active; AID 651958, 2012; Crimean-Congo hemorrhagic fever virus L polyprotein viral ovarian tumor (vOTU) protease …; in the data active means inhibition above about 30%; further: 0% = vehicle wells with enzyme and 100% = no enzyme wells
PrPC TRFRET = inhibitors of human cell surface prion protein PrPC, primary screen, cell-based, TR-FRET | 370,000 tested, 0.43% active | AID 720596, 2013 | Major prion protein (Homo sapiens), P04156 | TR-FRET read-out | inhibition, % at 13.8 µM; in the data active means inhibition above about 24%; further: 0% = median of the test wells and 100% = reference compound wells
Anthrax LF prot = Bacillus anthracis LF protease inhibitors, primary screen, biochemical, multiplex microsphere, MLPCN library; Lethal factor (Bacillus anthracis), P15917; multiplex microsphere protease cleavage assay; inhibition, % at 10 µM; 360,000 tested, 0.12% active; AID 588501, 2011; further: plate controls were buffer without enzyme for full effect and enzyme alone for no effect
Rv3671c protease = Rv3671c serine protease inhibitors, primary screen, biochemical, fluorescence polarization, M. tuberculosis H37Rv; AID 2606, 2010; 320,000 tested, 0.048% active; P9WHR9; inhibition, % at 5.96 µM; in the data active means inhibition above about 38%;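 further: extracellular domain of Rv3671c used as enzyme; 0% = enzyme with DMSO and 100% = no enzyme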
Target sequence (P9WHR9 whole entry, looked up, the tested form may be a part): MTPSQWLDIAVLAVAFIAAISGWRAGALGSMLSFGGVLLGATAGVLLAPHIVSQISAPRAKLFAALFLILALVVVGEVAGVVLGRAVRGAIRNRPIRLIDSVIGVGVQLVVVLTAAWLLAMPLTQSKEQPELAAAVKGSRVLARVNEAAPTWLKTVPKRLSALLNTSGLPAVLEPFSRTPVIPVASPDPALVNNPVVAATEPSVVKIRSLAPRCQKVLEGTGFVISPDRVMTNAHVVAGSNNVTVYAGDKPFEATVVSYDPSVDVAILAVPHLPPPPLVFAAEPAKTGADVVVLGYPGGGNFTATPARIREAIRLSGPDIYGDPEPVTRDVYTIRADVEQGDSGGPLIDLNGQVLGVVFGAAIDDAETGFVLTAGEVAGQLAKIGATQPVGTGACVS
BoNT F protease = BoNT/F light chain protease inhibitors, primary screen, biochemical, flow cytometry, MLPCN library | Multiplex microsphere protease cleavage assay | inhibition, % at 10 µM | 360,000 tested, 0.22% active | AID 588497, 2011; in the data active means inhibition above about 35%, passing the limit was not always enough; inconclusive means no clear call, values can overlap the other calls; further: plate controls were buffer without enzyme for full effect and enzyme alone for no effect
BoNT-A LC inh2 = BoNT/A light chain protease inhibitors, primary screen, biochemical, flow cytometry, MLPCN library. Botulinum neurotoxin type A light chain protease (Clostridium botulinum A str. ATCC 3502). multiplex microsphere protease substrate cleavage. inhibition, % at 10 µM. 360,000 tested, 0.17% active; further: plate controls were buffer without enzyme for full effect and enzyme alone for no effect
SARS 3CLpro inh = SARS-CoV 3CLpro protease inhibitors, primary screen, biochemical, quenched FRET | recombinant SARS-CoV 3CLpro, quenched FRET peptide cleavage | Replicase polyprotein 1ab (Severe acute respiratory syndrome coronavirus), P0C6X7 | 290,000 tested, 0.14% active | inhibition, % at 6 µM | AID 1706, 2009; in the data active means inhibition above about 12%
MazF activator = activators of E. coli MazEF toxin-antitoxin RNase, primary screen, biochemical, fluorescence, uHTS. FAM/BHQ RNA-DNA oligo cleavage fluorescence, 5 h. activation, % at 20 µM. 350,000 tested, 0.32% active. AID 504720, 2011; in the data active means activation above about 50%
Target sequence (P0AE70 whole entry, looked up): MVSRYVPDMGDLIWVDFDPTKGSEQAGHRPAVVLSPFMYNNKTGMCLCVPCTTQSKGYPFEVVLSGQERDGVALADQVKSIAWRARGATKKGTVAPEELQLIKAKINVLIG
SSB-PriA inh = inhibitors of Klebsiella pneumoniae PriA binding to SSB C-terminal tail, primary screen, biochemical, AlphaScreen | PriA–SSB C-terminal tail interaction (Klebsiella pneumoniae) | AlphaScreen SSBct-PriA binding, biotinylated peptide | inhibition, % at 33 µM | 430,000 tested, 0.6% active; in the data active means inhibition mostly above about 37%, no sharp cut-off; inactive means mostly below about 20%;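 further: plate controls were negative control peptide for no effect and reference peptide for full effect; strong numbers were not always called active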
Starred values were filed as active, the others as inactive; i = inactive; u = inconclusive; x = no result given. Unless noted, no stated cut-off is given here; in the data, active means inhibition above about 30%; inconclusive means no clear call, values can overlap the other calls; inactive means below that.

1. CCCCc1nnc(NC(=O)CCS(=O)(=O)c2ccc(C)cc2)s1
2. O=C1CCSc2cccc3cccc(c23)N1
3. O=C(Oc1ccc2ccc(O)cc2c1)c1ccccc1Cl
4. CC(C)(C)OC(=O)NCC(=O)NCC(=O)OCc1ccccc1
5. Cc1ccccc1OCC(=O)O/N=C(\N)Cc1ccc(Cl)cc1
6. CC(C)(C)c1ccc(OCc2ccc(C(=O)Nc3cccnc3)o2)cc1
entry no. | 1 | 2 | 3 | 4 | 5 | 6
DUSP3 inh | x | 15 | 11 | 1 | -2 | 15
CCHFV vOTU inh | 4 | 11 | -4 | 5 | 8 | 2
PrPC TRFRET | -1 | -6 | -1 | 3 | 1 | 13
Anthrax LF prot | 1 | -2 | 1 | 2 | 5 | 0
Rv3671c protease | -9 | -6 | x | 7 | -2 | -22
BoNT F protease | -7 | 3 | -9 | 2 | -9 | -3
BoNT-A LC inh2 | -0.6 | 0.8 | 2.3 | 0.0 | -0.7 | -0.7
SARS 3CLpro inh | x | 4 | 3 | 4 | -1 | -2
MazF activator | 3 | -7 | 11 | 3 | -2 | -5
SSB-PriA inh | -10 | -3 | -2 | -13 | x | 2

7. CSc1ccccc1NC(=O)c1csc(C)c1
8. CC1CCN(c2ncnc3ccccc23)CC1
9. COc1cc(CC(=O)OCC(=O)NCCc2ccc(S(N)(=O)=O)cc2)cc(OC)c1OC
10. CCc1nc2c(OCCOC)cccn2c1N(C)C(=O)c1ccco1
11. O=C(CC1CCCCC1)NCc1ccccc1
12. O=c1[nH]nc(CNc2ccc(C(F)(F)F)cc2)c2ccccc12
entry no. | 7 | 8 | 9 | 10 | 11 | 12
DUSP3 inh | 10 | 18 | x | x | 13 | 9
CCHFV vOTU inh | 18 | 10 | 2 | 8 | 1 | 2
PrPC TRFRET | 2 | 17 | 2 | -8 | -4 | -2
Anthrax LF prot | 8 | -1 | 0 | -7 | -4 | -2
Rv3671c protease | -6 | -2 | 5 | x | 4 | -4
BoNT F protease | 8 | -1 | 2 | -6 | -10 | -3
BoNT-A LC inh2 | -2.3 | 1.6 | 0.2 | 0.0 | -0.7 | -0.3
SARS 3CLpro inh | -2 | 1 | x | x | 1 | 0
MazF activator | 1 | -2 | -6 | x | 4 | 1
SSB-PriA inh | -1 | -17 | 5 | x | -6 | -4

13. CC(=O)c1ccc(NC(=O)C2=CC(c3ccc4c(c3)OCO4)=NS(=O)(=O)N2C)cc1
14. COc1ccc(NC(C)=O)cc1NC(=O)c1cccc(S(=O)(=O)N2CCc3ccccc32)c1
15. CCN(CC(=O)Nc1c(F)cccc1F)C(=O)c1ccc(OCC(=O)N2CCOCC2)c(OC)c1
16. CN(CCc1ccccn1)c1ncnc2[nH]ncc12
17. COc1ccc(CN(C)CC(=O)Nc2cc(OC)c([N+](=O)[O-])cc2C)c(OC)c1
18. COC(=O)c1nccc2c1[nH]c1ccccc12
entry no. | 13 | 14 | 15 | 16 | 17 | 18
DUSP3 inh | 56* | x | x | -2 | 6 | x
CCHFV vOTU inh | 16 | -6 | 24 | 4 | 12 | 3
PrPC TRFRET | -10 | 6 | 0 | 5 | -8 | -4
Anthrax LF prot | -2 | u | 4 | -5 | 2 | 0
Rv3671c protease | -2 | 6 | x | 4 | -4 | 4
BoNT F protease | 2 | u | -1 | -6 | -1 | -14
BoNT-A LC inh2 | 1.8 | 4.4 | 0.1 | 0.9 | -0.3 | -0.7
SARS 3CLpro inh | -1 | x | x | 4 | 5 | x
MazF activator | 11 | 4 | 9 | 1 | -5 | 5
SSB-PriA inh | 7 | -1 | -8 | -8 | 4 | 2

19. CC(=O)NN1C(=O)/C(=C/c2ccc(Br)o2)SC1=S
20. O=C(O)CN1C(=O)CCS(=O)c2ccccc21 (centres undefined)
21. CCN(CC)CCNC(=O)C12CC3CC(C)(CC(C)(C3)C1)C2
22. COc1ccc(S(=O)(=O)N2CCC(C(=O)NN3CCCCC3)CC2)cc1
23. [O-]/[N+](=N\Nc1ccc(Cl)cc1)c1ccccc1
24. Cc1ccc(-c2nc(N)n(C(=O)Cc3ccccc3)n2)cc1
entry no. | 19 | 20 | 21 | 22 | 23 | 24
DUSP3 inh | 4 | 32 | 8 | x | x | -11
CCHFV vOTU inh | 6 | 3 | -4 | -3 | 14 | 7
PrPC TRFRET | -8 | -2 | 0 | 6 | -6 | 10
Anthrax LF prot | 8 | -5 | 1 | -6 | -6 | 2
Rv3671c protease | -19 | 4 | 1 | x | x | 8
BoNT F protease | -8 | -24 | 2 | -5 | -3 | u
BoNT-A LC inh2 | 3.5 | -2.0 | 0.7 | -0.8 | -0.4 | 0.7
SARS 3CLpro inh | 0 | 5 | 5 | x | x | 3
MazF activator | -9 | 4 | 6 | 2 | -4 | 1
SSB-PriA inh | 0 | -6 | 6 | x | x | -9

25. Cc1ccc(C)c(NC(=O)C2CCCN2C(=O)NC2CCCCC2)c1 (centres undefined)
26. Cc1ccccc1C(=O)Nc1nnc(CC(=O)N/N=C/c2ccncc2)s1
27. CCOC(=O)Cc1csc(NC(=S)NC(=O)c2ccccc2)n1
28. CC(=O)Nc1ccc(NC(=O)C(C)c2cccc(C(=O)c3ccccc3)c2)cc1 (centres undefined)
29. O=C(NC1CCCCCCC1)c1cnccn1
30. CC(C)[C@H](NC(=O)[C@@H]1Cc2c([nH]c3ccccc23)C2c3ccccc3C(=O)N21)C(=O)N1CCC[C@@H]1C(=O)O (some centres undefined)
entry no. | 25 | 26 | 27 | 28 | 29 | 30
DUSP3 inh | 21 | 13 | -4 | 4 | 15 | 13
CCHFV vOTU inh | 4 | 4 | 15 | -6 | -6 | -1
PrPC TRFRET | 7 | -4 | 14 | 11 | -3 | -1
Anthrax LF prot | 1 | -14 | -2 | 0 | 1 | -6
Rv3671c protease | -3 | -4 | -35 | -2 | -7 | 4
BoNT F protease | -2 | u | 2 | -8 | 7 | -16
BoNT-A LC inh2 | 0.1 | -3.0 | -0.2 | -0.6 | 0.6 | -0.2
SARS 3CLpro inh | -1 | 5 | 0 | 2 | 0 | 1
MazF activator | 6 | -4 | -10 | 4 | 3 | -19
SSB-PriA inh | -1 | i | 5 | -11 | -21 | 4

Record cards (already shown).
Listed for `CC(=O)Nc1ccc(NC(=O)C(C)c2cccc(C(=O)c3ccccc3)c2)cc1` (centres undefined) : DUSP3 inh = 4; CCHFV vOTU inh = -6; PrPC TRFRET = 11; Anthrax LF prot = 0; Rv3671c protease = -2; BoNT F protease = -8; BoNT-A LC inh2 = -0.6; SARS 3CLpro inh = 2; MazF activator = 4; SSB-PriA inh = -11
Listed for `Cc1ccc(C)c(NC(=O)C2CCCN2C(=O)NC2CCCCC2)c1` (centres undefined) : DUSP3 inh = 21; CCHFV vOTU inh = 4; PrPC TRFRET = 7; Anthrax LF prot = 1; Rv3671c protease = -3; BoNT F protease = -2; BoNT-A LC inh2 = 0.1; SARS 3CLpro inh = -1; MazF activator = 6; SSB-PriA inh = -1

Later entries.
31. Cc1oc(-c2ccc(Cl)cc2)nc1CS(=O)CC(=O)NCCCN(C)C1CCCCC1 (centres undefined)
32. CCOC(=O)[C@H]1[C@H]2COc3ccc(C)cc3[C@@H]2N2C(=O)[C@@H](C)NC(=O)[C@@]12C
33. O=c1[nH]c(=O)n(C2CCCCC2)c(O)c1C1NCCc2ccccc21 (centres undefined)
34. CC(NC(=O)c1c(O)c2ccccc2n(C)c1=O)c1ccccc1 (centres undefined)
35. CCCCOc1ccc(-c2nnn(CC(=O)c3c[nH]c4ccccc34)n2)cc1
36. COc1ccc(OC)c(C(=O)c2ccc(C(=O)N3CCCCC3)cc2)c1
entry no. | 31 | 32 | 33 | 34 | 35 | 36
DUSP3 inh | 32 | x | 16 | 20 | 44 | 33
CCHFV vOTU inh | -3 | 5 | 10 | -3 | -9 | -7
PrPC TRFRET | -2 | 4 | 4 | -3 | -5 | 4
Anthrax LF prot | 3 | 8 | -2 | -10 | -1 | -4
Rv3671c protease | 4 | -4 | 5 | 8 | -15 | -9
BoNT F protease | -11 | 1 | -6 | u | 12 | -5
BoNT-A LC inh2 | 0.3 | 0.4 | -0.7 | 2.3 | -0.3 | -0.4
SARS 3CLpro inh | 0 | x | -2 | -6 | 3 | -3
MazF activator | 6 | 5 | -12 | -14 | -28 | 14
SSB-PriA inh | 3 | -27 | -17 | -10 | -10 | 7

37. OCCNc1ncnc2c1ncn2[C@H]1CN(Cc2cccs2)C[C@@H](CO)O1
38. CCc1nnc(NC(=O)C2CC(=O)N(Cc3ccccc3)C2)s1 (centres undefined)
39. C=C(CC1CC(O)[C@]2(C)OC3CC4OC5C[C@]6(C)O[C@]7(C)CCC8OC9C[C@]%10(C)OC%11C(C)=CC(=O)OC%11CC%10OC9C[C@@H](C)C8OC7CC6O[C@]5(C)C/C=C\C4OC3CC2O1)C(=O)O (some centres undefined)
40. CCC(C)(C)NC(=O)CN(C(=O)CNS(=O)(=O)c1ccccc1)c1ccccc1
41. CCc1cccc(NC(=O)C2CC2c2ccccc2)c1 (centres undefined)
42. COc1ccc(-c2noc(CCCC(=O)NCC3CCCO3)n2)cc1 (centres undefined)
entry no. | 37 | 38 | 39 | 40 | 41 | 42
DUSP3 inh | x | 10 | -4 | 12 | -2 | 36
CCHFV vOTU inh | 1 | 4 | 3 | 9 | -1 | 6
PrPC TRFRET | -4 | -3 | -1 | 1 | 7 | 0
Anthrax LF prot | 4 | 2 | -2 | 1 | 10 | 1
Rv3671c protease | x | 9 | -3 | 2 | -7 | -3
BoNT F protease | -2 | -12 | -2 | -22 | 36* | 4
BoNT-A LC inh2 | -0.3 | -1.0 | -0.5 | -1.1 | -0.3 | 1.1
SARS 3CLpro inh | x | -4 | -1 | 5 | 5 | -4
MazF activator | x | -2 | 4 | 3 | 7 | -1
SSB-PriA inh | x | -9 | -7 | -7 | -14 | -8

43. Cc1nn(C(=O)c2nn(C)cc2Cl)c(C)c1Br
44. Cc1ccc(/C=N/N2C(=O)c3ccccc3NC2c2ccc(C)cc2)cc1 (centres undefined)
45. COc1ccc(CN2CC(=O)N3[C@H]4c5ccccc5OC[C@@H]4[C@H](c4ccccc4)[C@]3(C)C2=O)cc1
46. CC(C)C[C@H](NC(=O)c1nc[nH]c1C(=O)NC1CCNCC1)C(=O)OCc1ccccc1
47. CCC(=O)Nc1ccc(NC(=O)c2ccc3c(c2)OCO3)cc1
48. c1cc(OCCN2CC2)ccn1
49. Cc1ccc(NC(=O)C2(C)CCN2C(C)C)cc1C (centres undefined)
entry no. | 43 | 44 | 45 | 46 | 47 | 48 | 49
DUSP3 inh | 11 | -18 | x | x | 0 | x | x
CCHFV vOTU inh | -1 | 5 | 12 | 4 | -8 | 4 | -1
PrPC TRFRET | -5 | 9 | 0 | 0 | 5 | -9 | 2
Anthrax LF prot | -2 | -2 | 1 | -7 | -2 | 0 | -4
Rv3671c protease | -4 | 1 | -5 | -9 | -1 | x | x
BoNT F protease | 0 | -15 | -2 | -10 | -16 | -8 | 8
BoNT-A LC inh2 | -0.2 | -0.9 | -0.4 | 0.0 | 0.0 | -0.7 | -0.4
SARS 3CLpro inh | -3 | 3 | x | x | -2 | x | x
MazF activator | -5 | 5 | 52* | 9 | 2 | -1 | x
SSB-PriA inh | -20 | x | 2 | -27 | 1 | 5 | x

Only part of the results is shown, so the mix of outcomes need not match the whole.
